# High-throughput results: PubChem BioAssay, National Center for Advancing Translational Sciences (NCATS)
# HEK293 viab – counter-screen for SNCA expression inhibitors: cell viability. Potency, µM (top dose mostly 57.1 µM), without a hit: top-dose activity change, negative = cytotoxicity, actives largely listed as cytotoxic. HEK-293-SNCA-luc viability, GF-AFC fluorescence, 24 h. 150,000 compounds, 0.12% hits. AID 1671193;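 note: potency is the fitted concentration of half-maximal effect; 0% = DMSO-treated cells and -100% = medium-only wells without cells; nearly all actives have a fitted effect of over 30% in size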
#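 HEK-293-SNCA-luc cells (1500/well) plated 24 h, then exposed 24 h to a dilution series; GF-AFC added 30 min at 37C, fluorescence 405/540 nm; normalised to medium-only and DMSO wells, Hill fit.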
# SNCA expr inh – reduces expression of the alpha-synuclein gene. HEK-293 SNCA-luciferase knock-in, luminescence, 24 h. Potency, µM (highest dose often 57.2 µM), for inactives: at the top dose activity change, negative = inhibition, hits mostly inhibitors. 140,000 compounds, 0.17% hits. AID 1671194;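 note: potency is the fitted concentration of half-maximal effect; plate controls were DMSO cells for no effect and cell-free wells for full effect; nearly all actives have a fitted effect of over 45% in size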
# IP6K1 inh – IP6K1 kinase inhibition | 140,000 compounds, 0.81% hits | Q92551 | activity change, % (series mostly up to about 58 µM) | IP6K1 kinase, ADP-Glo luminescence, 2 h; hits give low values; in the data active = activity change below about -25%
# Target sequence (Q92551 whole entry, looked up): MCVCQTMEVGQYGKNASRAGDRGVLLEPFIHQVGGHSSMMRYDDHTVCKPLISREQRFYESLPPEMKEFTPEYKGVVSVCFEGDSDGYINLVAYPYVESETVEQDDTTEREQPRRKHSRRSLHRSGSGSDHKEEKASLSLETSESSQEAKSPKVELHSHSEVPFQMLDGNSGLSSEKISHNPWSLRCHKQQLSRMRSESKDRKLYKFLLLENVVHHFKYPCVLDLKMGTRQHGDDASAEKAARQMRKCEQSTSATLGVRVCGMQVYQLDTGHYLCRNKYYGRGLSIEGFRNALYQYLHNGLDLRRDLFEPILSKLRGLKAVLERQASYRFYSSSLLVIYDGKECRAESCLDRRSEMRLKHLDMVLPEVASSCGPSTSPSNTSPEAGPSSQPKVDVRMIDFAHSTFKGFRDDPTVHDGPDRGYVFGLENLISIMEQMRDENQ
#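 ADP-Glo luminescence measures ADP made by human IP6K1 during a 2 h RT reaction with ATP/IP6 (mix at 1.3 mM/130 uM); top library doses 57.5 and 19.1 uM final.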
# FLuc inh – Photinus pyralis luciferase inhibition. P08659. purified P. pyralis luciferase, luminescence, biochemical. Potency, µM (top dose mostly 115 µM), inactives show top-dose activity change, negative = inhibition, usual class: inhibitors. 76,000 compounds, 2.5% hits; note: potency is the fitted concentration of half-maximal effect; nearly all actives have a fitted effect of over 65% in size
# Target sequence (P08659 whole entry, looked up): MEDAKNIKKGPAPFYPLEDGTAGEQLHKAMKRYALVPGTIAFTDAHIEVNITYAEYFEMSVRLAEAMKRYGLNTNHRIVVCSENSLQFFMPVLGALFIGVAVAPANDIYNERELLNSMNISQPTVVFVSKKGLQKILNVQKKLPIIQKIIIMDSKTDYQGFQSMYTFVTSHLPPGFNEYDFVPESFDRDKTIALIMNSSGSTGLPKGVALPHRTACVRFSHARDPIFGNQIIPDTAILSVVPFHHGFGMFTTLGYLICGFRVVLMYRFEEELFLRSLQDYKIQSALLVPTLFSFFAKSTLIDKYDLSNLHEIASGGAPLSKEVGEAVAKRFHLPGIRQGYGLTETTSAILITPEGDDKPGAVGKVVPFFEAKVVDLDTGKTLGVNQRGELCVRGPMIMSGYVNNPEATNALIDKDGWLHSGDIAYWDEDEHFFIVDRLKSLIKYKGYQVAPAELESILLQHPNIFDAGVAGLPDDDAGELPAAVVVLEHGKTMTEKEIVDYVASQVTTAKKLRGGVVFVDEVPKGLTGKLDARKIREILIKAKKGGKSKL
#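 Luminescence read by CCD imager after adding enzyme (10nM final) to wells holding compound, titrated in qHTS. Substrates 10uM each D-luciferin and ATP; buffer 50mM Tris acetate pH 7.5, 10mM Mg acetate, Tween-20, BSA.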
# HEK293 tox – HEK 293 cell cytotoxicity. Potency, µM (series often up to 115 µM), inactives show at the highest dose activity change, negative = cytotoxicity, usual class: inhibitors. 94,000 compounds, 6.6% hits. AID 1345083. HEK 293 viability, ATP luminescence (CellTiter-Glo), 48-72 h; note: potency is the fitted concentration of half-maximal effect; nearly all actives have a fitted effect of over 60% in size
#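 qHTS cytotoxicity; HEK 293, 250 cells/well; compound pinned; 48 or 72 hr, 37 degree Celsius, 5% CO2, 95% humidity; CellTiter-Glo, 10 min RT; luminescence (ATP).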
# NIH3T3 tox – NIH 3T3 cell cytotoxicity. Potency, µM (highest dose often 96.7 µM), for the others: top-dose activity change, negative = cytotoxicity, most hits filed as inhibitors. AID 1345082. NIH 3T3 viability, CellTiter-Glo ATP luminescence, 48-72 h. 94,000 compounds, 4.3% hits; note: potency is the fitted concentration of half-maximal effect; nearly all actives have a fitted effect of over 55% in size
#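 Luminescent ATP readout (CellTiter-Glo, 10 min RT) after 48 or 72 hr compound exposure of NIH 3T3 cells seeded at 400 cells/well in 1536-well format; quantitative HTS.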
# GPT2 inhibitor – blocks human glutamate pyruvate transaminase 2. AID 1671188. Potency, µM (top dose mostly 57.7 µM), without a hit: top-dose activity change, negative = inhibition, hits mostly inhibitors. 100,000 compounds, 0.25% hits. Q8TD30. Recombinant GPT2, coupled pyruvate oxidase/HRP Amplex Red fluorescence; note: potency is the fitted concentration of half-maximal effect; nearly all actives have a fitted effect of over 60% in size; many of its hits are not listed in these tables
#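 Fluorescence read-out: pyruvate from GPT2 turnover coupled to pyruvate oxidase, HRP and Amplex Red (0.2mM ThPP, 0.2U/mL PO and HRP, 50uM Amplex final). Substrates 250uM a-KG, 2mM L-alanine; enzyme 10ng/uL; 30 min RT.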
# * = called active by the depositor; i = inactive; ? = inconclusive; nt = no result given; [ ] = remark or other dose. Unless noted, calls come from the whole dose curve; as a rule, active = well fitted curve in the direction sought with a large enough effect; inconclusive = small, poorly fitted or top-dose-only effect, or another doubt; inactive = no such curve, though single readings can be large; an effect the other way counts as inactive or inconclusive. Unless noted, % is set by controls: 0 for no effect and ±100 for the full control effect.
# Value order: HEK293 viab, SNCA expr inh, IP6K1 inh, FLuc inh, HEK293 tox, NIH3T3 tox, GPT2 inhibitor
Cc1cc(C(=O)NCc2ccncc2)c2c(C3CCNC3)noc2n1 (stereo unspecified)
    5%, -8%, 12, nt, 2%, -3%, i
CC1CCN(C(=O)Cn2c(=O)oc3cc(S(=O)(=O)N4CCCCC4)ccc32)CC1
    -10%, 43%[activator], 3, nt, nt, nt, nt
CN1CCC2(CC1)CN(C(=O)Nc1ccccc1)Cc1ccccc1O2
    9%, 34%[activator], 0, 6%, ?, -26%, 0%
COc1ccc2cc(-c3nc(Cl)c4c5c(sc4n3)CC(C)CC5)c(=O)oc2c1 (stereo unspecified)
    10%, ?, 18, nt, nt, nt, nt
CC(C)CCN1CCC(N2CCN(C(=O)c3ccccc3Br)CC2)C1=O (stereo unspecified)
    4%, 6%, 19, 3%, i, -5%, i
COc1cccc(C2=C(C(C)=O)Sc3nncn3N2C(C)=O)c1
    -19%, -27%, -7, nt, nt, nt, nt
O=C(CCC1CCN(C(=O)c2ccccc2)CC1)NCCCN1CCCc2ccccc21
    4%, 10%, 36, 12%, ?, ?, 1%
CCNC(=O)NC[C@@H]1C=C(C)[C@H](CC(=O)N2CCN(C(C)=O)CC2)C[C@H]1C(C)C
    -13%[87.6 µM], 17%[87.6 µM], 7, -1%[172 µM], 0%[172 µM], 2%[174 µM], -2%[88.5 µM]
CN1CC(=O)N(C2CCCNC2)Cc2c(NCCCO)ncnc21 (stereo unspecified)
    1%, -13%, 0, nt, 1%, i, i
CCc1ccccc1NC(=O)C(CCSC)NS(=O)(=O)c1ccc2c(c1)oc(=O)n2C (stereo unspecified)
    9%, 27%, 5, nt, nt, nt, nt
COc1ccc2[nH]c3c(c2c1)CCNC31CCN(C(=O)c2cc(C)[nH]n2)CC1
    2%[12.5 µM], ?, 0, -10%, ?, ?, 5%
O=C(NC1CCN(c2cc(-c3cccs3)[nH]n2)C1)c1ccc(Br)cc1 (stereo unspecified)
    -26%, ?, 4, -1%, ?, ?, ?
Cc1nn(C(=O)CCCC(=O)N2CCC(Cc3nncn3C)CC2)c2ccccc12
    8%, -39%, 12, -7%, 1%, i, 0%
COc1ccc(C(=O)Nc2ccc([C@H]3OCC(=O)N(C)[C@@H]3CO)cc2)cc1
    -1%[87.6 µM], 2%[87.6 µM], 1, 71µM*, -16%[172 µM], -19%[138 µM], -6%[88.5 µM]
Cc1cc(C)c(S(=O)(=O)NCc2ccc3c(c2)CCN3C(=O)c2ccccc2)c(C)c1
    2%, ?, 42, nt, nt, nt, nt
O=c1c2sc3ccccc3c2n(Cc2ccccc2F)c(=O)n1CCc1ccccc1
    -5%, 106%[activator], -15, nt, nt, nt, nt
O=C(NCCC1=CCCCC1)C1CCN(C(=O)N2CCOc3ccc(Cl)cc32)CC1
    -13%, -10%, 8, nt, nt, nt, nt
Cc1ccc(NC(=O)CSc2nc(=O)cc(N)n2-c2ccccc2)cc1
    ?, 13%, 24, nt, nt, nt, nt
COc1ccc(CN2CCC3(COC(=O)N3Cc3ccccn3)C2)cn1 (stereo unspecified)
    -4%[87.6 µM], -2%[87.6 µM], 0, -29%[172 µM], -24%[172 µM], ?, i
COc1ccc(C(=O)N2CCC3(CC2)N(CC2CC2)C(=O)CS3=O)cn1 (stereo unspecified)
    -5%, -5%, -4, -12%, 2%, i, i
COCCNC(=O)CCC1CCN(C(=O)c2ccccc2Cl)CC1
    -9%, 58%[activator], 10, 32µM*, -1%, i, 1%
CCc1nc(-c2c3n(c(=O)n(CC(=O)Nc4cc(C)ccc4C)c2=O)CCCCC3)no1
    3%, 3%, 7, 5%, 9%, i, -12%
O=C(C1CCN(S(=O)(=O)c2cccc3nonc23)CC1)N1CCN(c2ccc(F)cc2)CC1
    3%, -29%, 11, nt, nt, nt, nt
O=C(CCC1CCN(C(=O)c2ccccc2)CC1)Nc1ccc(F)c(F)c1
    0%, 45%[activator], 15, -27%, ?, ?, i
C=Cc1ccc(Cn2c(C(=O)O)c(CNCc3cc(Br)ccc3OC)c3ccc(C)cc32)cc1
    -5%, 59%[activator], 21, nt, nt, nt, nt
CCOC(=O)CN1C(=O)CCN(C(=O)NC2CCCC2)CC(OC)c2ccccc21 (stereo unspecified)
    ?, -2%[25.6 µM], 14, nt, -18%[57.5 µM], ?, 1%[27.3 µM]
C=CCOCC(O)CN1CCC(=O)N(Cc2ccco2)Cc2c1ccc(OC)c2OCC=C (stereo unspecified)
    nt, nt, 4, nt, ?, -27%, nt
CCn1cc(C(=O)NCCC(C)C)c(=O)c2cc(S(=O)(=O)N(C)C3CCCCC3)ccc21
    -3%, -28%, -14, nt, nt, nt, nt
Cc1ccc(Cn2c(CN3CCC(C(=O)NCc4cccnc4)CC3)cc3ccccc32)cc1
    -29%, ?, 18, nt, nt, nt, nt
Cc1cc(C)cc(NC(=O)C2CC(=O)N(c3n[nH]c4cccc(F)c34)C2)c1 (stereo unspecified)
    -23%, -22%, -17, 5%, -14%, -10%, -7%
COCCn1nnnc1C1CC2(CCOCC2)C(=O)N1Cc1ccc(F)cc1 (stereo unspecified)
    -9%, -5%, 4, 2%, i, -15%, i
Cc1cnc(C(=O)NC2C[C@H]3CC[C@@H](C2)N3C(=O)COc2ccccc2)cn1 (stereo partly specified)
    -8%, 16%, 21, -3%, -24%, -11%, 3%
CN1C[C@@H]2CCCN3CCC[C@@H]([C@H]23)[C@H]1CCCC(=O)NCCN1CCCC1
    3%, 9%, 10, -1%, 2%, -5%, i
COC(=O)CCNC(=O)N1CCN(c2nnc(C)c3c(C)n(-c4ccc(Cl)cc4)nc23)CC1
    5%, 27%, -7, nt, nt, nt, nt
Cn1cc(CN2C[C@H](C(=O)Nc3ccccc3)C[C@H]2c2cccc(C(F)(F)F)c2)cn1
    -19%[87.6 µM], ?, 3, -3%[172 µM], ?, ?, -16%[88.5 µM]
CC(C)c1ccc(NC(=O)CC2Oc3ccccc3NC2=O)cc1 (stereo unspecified)
    14%, 34%[activator], -14, nt, nt, nt, nt
O=C(NCC1CCCCCC1)C1CCCN(c2nccc(Nc3ccccc3F)n2)C1 (stereo unspecified)
    4%[12.5 µM], ?, 6, nt, 28µM*, ?, -14%
O=C(Nc1cccc(Cl)c1Cl)c1ccc2c(c1)N(Cc1cccc(Cl)c1)C(=O)c1ccccc1S2(=O)=O
    4%, 4%, 13, nt, nt, nt, nt
CC(=O)Nc1cccc(-c2ccc3ncn(Cc4ccccn4)c(=O)c3n2)c1
    1%[87.6 µM], 12%[87.6 µM], 19, -4%[172 µM], ?, -30%[138 µM], -36%[88.5 µM]
COc1ccccc1NC(=O)c1sc2nc3c(cc2c1N)CN(Cc1ccccc1)CC3
    ?, 12%, 9, nt, nt, nt, nt
CN(CC1CCOC1)C(=O)NC1CCCC1 (stereo unspecified)
    10%, 4%, 34, 8%, 4%, 3%, i
CC(=O)N1c2c(cc(Br)cc2S(=O)(=O)Nc2ccccc2C)CC1C (stereo unspecified)
    7%, -8%, 0, nt, nt, nt, nt
Cn1cc(S(=O)(=O)N2CCc3ccccc32)cc1C(=O)Nc1ccc(C(F)(F)F)cc1
    2%, 12%, 33, nt, nt, nt, nt
CCOc1ccc(S(=O)(=O)N2C[C@@H](F)C[C@H]2C(=O)N2CCc3ccccc3C2)cc1
    -14%, -29%, 2, -5%, -20%, -25%, 4%
COCCNC(=O)c1nc(-c2cccnc2)c2cnccn12
    8%[87.6 µM], 10%[87.6 µM], 0, -5%[172 µM], ?, -8%[138 µM], -1%[88.5 µM]
Cc1ccccc1-n1nc(-c2c(C)nc3scc(CC(=O)N4CCCC4)n3c2=O)cc1C
    -15%, 2%, 28, -6%, -6%, -17%, -25%
CNC(=O)c1noc([C@@H]2CC(F)(F)CN2C(=O)C2CCCC2)n1
    -4%, 29%, 11, -2%, 4%, i, i
O=C(Cn1c(=O)n(-c2cccc(Cl)c2)c(=O)c2sc3ccccc3c21)N1CCCC1
    ?, -2%, -8, nt, nt, nt, nt
CCCNC(=O)NCCc1noc(-c2cccnc2)n1
    -4%[12.5 µM], -22%, 8, -3%, 3%, i, i
C[C@H](C(=O)N(C)CCC#N)C1CC[C@@]2(C)Cc3sc(NC(=O)C4CC4)nc3[C@@H](C)[C@@H]2[C@H]1O (stereo partly specified)
    2%, 74%[activator], 1, ?, -2%, -10%, 2%

# Remaining list, next part
# Value order: HEK293 viab, SNCA expr inh, IP6K1 inh, FLuc inh, HEK293 tox, NIH3T3 tox, GPT2 inhibitor
CCC(C(=O)N1CCN(c2cccc(C)c2C)CC1)n1nc(C)c2sc3ccccc3c2c1=O (stereo unspecified)
    12%, 14%, -8, nt, nt, nt, nt
Cc1ccc(C#N)c(=O)n1CC(=O)Nc1ccccc1C(F)(F)F
    2%, -5%, -16, nt, nt, nt, nt
O=C(O)c1cc2c(s1)CCN(C(=O)c1ccccc1)C2
    9%, -18%, 2, 5%, 22%, -29%, 2%
Cc1ccccc1-n1ncc(C(C)NC(=O)c2cn[nH]c2-n2cnnn2)c1C (stereo unspecified)
    3%, 20%, 9, 2%, -8%, -29%, -2%
CCOc1ccc(Cn2nnc(C(=O)Nc3cccc(SC)c3)c2N)cc1
    8%, 121%[activator], -4, nt, nt, nt, nt
O=C(Nc1cc(F)ccc1F)N1CCOc2ccc(CN3CCc4ccccc4C3)cc2C1
    ?, 20%, -6, -21%, ?, ?, -6%
Cc1cc(C)cc(N2CCn3c2nc2c3c(=O)n(Cc3ccc(Cl)cc3)c(=O)n2C)c1
    -3%, 1%, -12, nt, nt, nt, nt
Cc1nccn1CC(=O)N1C[C@@H](COCC2CC2)[C@H](c2ccncc2)C1
    ?, 4%, -17, -10%, -10%, -20%, i
CCOC(=O)c1ccccc1NC(=O)CCc1nc(-c2ccc(C)cc2)no1
    6%, -12%, 5, nt, nt, nt, nt
Cc1ccc(CN2CC[C@H]3C(=O)NCCCCCCN(Cc4ccncc4)[C@@H]3C2)o1
    3%, 32%[activator], 3, 5%, i, -16%, 0%
Cc1ncc(CC(=O)N2C[C@@H](C(=O)O)[C@H](C3CC3)C2)c(=O)[nH]1
    0%, -7%, 0, -2%, 0%, -19%, -1%
CCOc1ccc(S(=O)(=O)n2nc(C)c(S(=O)(=O)N3CCCCC3)c2C)cc1
    6%, -12%, -3, nt, nt, nt, nt
CCCCNc1ccc(-c2nc(-c3ccco3)no2)cc1[N+](=O)[O-]
    4%, 50%[activator], -9, nt, nt, nt, nt
Cc1cccc(Cn2c(=O)n(-c3cc(C)cc(C)c3)c(=O)c3oc4ccccc4c32)c1
    -7%, -44%, 6, nt, nt, nt, nt
COc1ccc(CNC(=O)CC[C@H]2CNC(=O)[C@@H]3[C@@H](CCN3Cc3cccs3)N2C)cc1
    4%, -17%, 0, 3%, -10%, -24%, -7%

# This is a subset, so the mix of outcomes need not match the whole.
